phage Ecoli inh: E. coli growth loss with phage present; growth absorbance; inhibition, % at 11.9 µM; 360,000 compounds, 0.26% hits; AID 651602; in the data active = inhibition above about 11%
SUMO Mot1 rescue: SUMOylation pathway inhibition by Mot1-301 growth rescue; growth rescue, % at 18.8 µM; S. cerevisiae Mot1-301 growth rescue, ATP luminescence, 38.5C; percent above DMSO median, 100 means doubled; AID 2716; 320,000 compounds, 1% hits;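 active = every valid replicate shows activation above 250% relative to neutral control wells; inactive = the rest, any valid replicate at or below 250%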;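 note: OY570 slx delta 5 strain wells were the positive control but not used for scaling; some compounds called inactive have numbers as strong as hits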
PKA-R1A act: activators of PKA-R1A complex; P00514+P68181; PKA-R1A dissociation, Cy5-IP20 fluorescence polarization; scaled: DMSO 0%, 113 µM cGMP 100%; activation, % at 11.4 µM; 340,000 compounds, 0.083% hits; AID 504707;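 active = percent activation above the mean of all tested compounds plus 3 SD, cut at about 19% in these data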;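 note: higher means more PKAc released from R1A so a rise in polarization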
Ecoli viability: reduces bacterial viability in AddAB counter-screen. E. coli V3065 growth, OD600 absorbance, 18 h. 330,000 compounds, 0.27% hits. AID 449728. inhibition, % at 11.9 µM;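 active = inhibition above the campaign's mean inhibition across all tested compounds plus 3 SD, cut at about 9.9% in these data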;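 note: uninfected addAB+ strain grown without phage in ampicillin broth; 0% = DMSO wells and 100% = ciprofloxacin 0.95 µg/ml wells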
CDK5 p35 inh: inhibitors of human CDK5/p35 kinase; Q00535+Q15078; Recombinant CDK5/p35, ADP-Glo luminescence, 60 min; inhibition, % at 10 µM; 330,000 compounds, 0.01% hits; AID 488839;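 active = highest replicate inhibition of at least 50% and at least 75% of replicates reaching 50%; inconclusive = only one of the two criteria met; inactive = both criteria failed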;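 note: plate controls were DMSO neutral control for no effect and GW8510 at 10 µM for full effect; many of its hits are not listed in these tables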
HTR5A inv ctr: HTR5A inverse agonism, opioid heterodimer counter-screen | P47898 | HTR5A cell line, luminescence | inhibition, % at 9.3 µM | 340,000 compounds, 0.083% hits | AID 504634; in the data active = inhibition mostly above about 23%, no sharp cut-off; inactive = mostly below about 18%;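 note: 0% = cells with DMSO and 100% = no-cell wells with DMSO; some compounds called inactive have numbers as strong as hits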
Target sequence (P47898 whole entry, looked up): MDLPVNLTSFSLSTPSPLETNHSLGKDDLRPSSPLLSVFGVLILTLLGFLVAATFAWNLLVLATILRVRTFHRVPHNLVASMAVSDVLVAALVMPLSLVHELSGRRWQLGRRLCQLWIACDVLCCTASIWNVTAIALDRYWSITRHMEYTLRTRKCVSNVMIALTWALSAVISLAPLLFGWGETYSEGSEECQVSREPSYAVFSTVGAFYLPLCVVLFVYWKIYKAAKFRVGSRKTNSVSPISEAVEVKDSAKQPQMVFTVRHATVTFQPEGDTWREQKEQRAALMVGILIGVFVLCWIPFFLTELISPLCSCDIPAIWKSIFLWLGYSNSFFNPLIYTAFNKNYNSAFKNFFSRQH
Tat export inh: inhibitors of E. coli Tat protein transport; E. coli MC4100 TorA-mCherry Tat export, fluorescence; inhibition, % at 10 µM; 340,000 compounds, 0.036% hits;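 active = mean replicate inhibition at least 50% and at least half of replicates individually reaching 50%; inconclusive = only one of the two criteria met; inactive = neither criterion met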;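 note: exported cargo escapes ClpAP degradation while cytoplasmic cargo is degraded and loses fluorescence; 0% = median of neutral control wells and 100% = median of NaSCN control wells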
HTR5A ag: HTR5A agonism, opioid heterodimer counter-screen. AID 504692. HTR5A agonist assay, luminescence, cell-based. activation, % at 9.3 µM. 340,000 compounds, 0.61% hits; in the data active = activation mostly above about 9.5%, no sharp cut-off; inactive = mostly below about 7.6%;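 note: 0% = cells with vehicle only and 100% = reference agonist; strong numbers were not always called active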
PKA-R2B activ: activators of human PKA-R2B complex; P22694+P31323; PKA-R2B holoenzyme dissociation, Cy5-IP20 fluorescence polarization; R2B truncated from residue 108, S112A mutant; 0% DMSO only, 100% 113 µM cGMP; activation, % at 11.4 µM; 340,000 compounds, 0.079% hits; AID 504700;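 active = activation above a cutoff set at the mean over all compounds plus 3 SD, cut at about 18% in these data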;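 note: higher means more holoenzyme dissociation and a rise in polarization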
Target sequence (P31323 whole entry, looked up, other chains not shown, the tested form may be a part): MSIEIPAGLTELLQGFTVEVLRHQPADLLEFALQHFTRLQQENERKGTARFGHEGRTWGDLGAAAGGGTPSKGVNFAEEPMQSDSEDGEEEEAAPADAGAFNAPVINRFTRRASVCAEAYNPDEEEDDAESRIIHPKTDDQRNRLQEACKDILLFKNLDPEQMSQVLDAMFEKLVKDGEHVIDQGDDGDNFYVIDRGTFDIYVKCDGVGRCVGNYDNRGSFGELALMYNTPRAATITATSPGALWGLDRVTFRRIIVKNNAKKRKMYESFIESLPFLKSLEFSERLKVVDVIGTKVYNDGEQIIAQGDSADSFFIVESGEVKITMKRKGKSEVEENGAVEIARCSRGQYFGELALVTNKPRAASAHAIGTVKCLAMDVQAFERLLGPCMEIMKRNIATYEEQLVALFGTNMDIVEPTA
DAGLB inhibitor: diacylglycerol lipase beta (human) inhibition. AID 504411. 340,000 compounds, 0.059% hits. HEK293T DAGLB membrane lysate, EnzChek fluorogenic substrate. inhibition, % at 5.17 µM; in the data active = inhibition above about 34%;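 note: 0% = enzyme with vehicle and 100% = wells lacking enzyme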
AddAB inh: less growth of phage-infected E. coli with AddAB; AID 435030; 330,000 compounds, 0.29% hits; inhibition, % at 11.9 µM; E. coli expressing H. pylori AddAB, absorbance growth; in the data active = inhibition above about 12%;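 note: 0% = vehicle wells of infected cells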
Starred values were filed as active, the others as inactive; ? = inconclusive; . = not tested or not shown.

SMILES	phage Ecoli inh	SUMO Mot1 rescue	PKA-R1A act	Ecoli viability	CDK5 p35 inh	HTR5A inv ctr	Tat export inh	HTR5A ag	PKA-R2B activ	DAGLB inhibitor	AddAB inh
COC(=O)C1=C(C)N=C2SCCC(=O)N2C1c1ccc(C(=O)OC)cc1 (stereo not drawn)	2.9	-17	6	3.2	0.7	23	-1	-2	7	2	2.3
Cc1nc2nc[nH]n2c(=O)c1NS(=O)(=O)c1ccc(F)cc1	4.1	13	-5	0.8	-3.9	0	-10	0	7	0	1.1
Cc1ccccc1C(=O)Nc1ccccc1C(=O)N/N=C\c1ccco1	1.7	-22	-9	-0.1	-1.9	17	23	1	-1	-4	0.8
O=C(CSc1nc2cccnc2n1Cc1ccccc1)NC1CCCCC1	0.8	270	5	-2.8	-0.8	6	15	-3	4	-4	2.2
COc1cccc(/C=N/NC(=S)NCc2ccco2)c1OC	2.0	17	-16	-5.1	0.3	4	0	0	-2	-5	1.2
CCOc1cccc(-c2c(C(=O)N/N=C/c3ccc(Br)cc3)nnn2-c2nonc2N)c1	0.5	3	-3	0.2	-0.2	8	-2	-2	8	0	-0.9
CCN(CC)C(=O)c1cc(Cl)ccc1NC(=O)c1ccco1	3.3	-12	-1	1.6	1.1	-6	-5	0	-8	1	2.8
O=C(CSc1n[nH]c(Cc2ccccc2)n1)Nc1ccccc1Br	-0.1	2	-13	-4.0	-8.5	3	-2	-1	-6	-1	1.1
N#C/C(=N/Nc1ccc([N+](=O)[O-])cc1)C(=N)N1CCCCC1	4.5	.	1	.	-2.1	9	3	-11	5	23	.
COC(=O)Cc1cc(=O)n2[nH]c(SC)nc2n1	-1.1	4	4	-1.4	-0.8	0	-7	1	-3	2	1.0
O=C(Nc1ccc2c(c1)OCO2)N1CCN(S(=O)(=O)c2ccc(Cl)cc2)CC1	1.9	9	-7	1.2	-1.1	3	9	4	3	0	2.2
N#Cc1ccc(OCC(=O)Nc2nc(-c3cccnc3)cs2)cc1	-0.1	114	0	-0.9	-0.5	-8	-3	4	-6	4	0.9
CCOc1ccc(N2C(=O)c3ccccc3NC2(C)CC)cc1 (stereo not drawn)	2.7	-17	-3	0.3	0.3	11	3	-4	-3	-1	2.0
N#Cc1nc(COc2ccc(Cl)cc2Cl)oc1N1CCOCC1	-0.1	-26	7	2.3	-15	6	4	-2	-4	0	4.7
COCCN1C(=O)c2oc3ccccc3c(=O)c2C1c1ccc(O)c(OC)c1 (stereo not drawn)	3.3	32	-5	-1.7	0.7	6	0	-2	-5	-1	2.4
NC(=O)C1CCN(C(=O)CSc2nc3ccccc3s2)CC1	0.8	23	4	-0.6	-2.3	21	-5	2	-5	0	0.9
CC(C)CC(=O)Nc1ccc2c(c1)nc(CCN1CCCCC1)n2C	0.7	0	-2	-1.5	1.2	1	-6	0	-3	-1	-0.2
O=S(=O)(NC1CC2CCC1C2)c1ccc(Cl)cc1 (stereo not drawn)	3.1	-5	4	2.5	-0.4	-14	-2	1	-3	-4	0.0
O=C(NCc1cccnc1)c1cc(-c2ccccc2)on1	0.9	2	-5	0.1	-1.7	-15	-5	6	-9	0	0.5
CC1(C(=O)NNC(=O)c2ccc([N+](=O)[O-])cc2)CC1(Br)Br (stereo not drawn)	0.3	6	-1	1.1	0.0	13	-3	0	0	1	2.4
O=C(CCc1nnc2ccc(NCc3ccc(F)cc3)nn12)NC1CCCC1	1.8	-7	0	-1.3	0.1	-10	-3	3	-8	1	0.1
CC(=O)C1=C(O)CC(c2ccccc2)CC1=NCCc1c(C)[nH]c2ccccc12 (stereo not drawn)	3.9	30	-15	-0.6	-0.7	-20	-4	7	1	-2	0.3
CC(C)n1nccc1N(Cc1ccc(Cl)cc1)S(=O)(=O)c1ccccc1	1.5	201	-3	-0.1	0.2	2	9	-1	-2	-8	5.7
COc1ccc(Cl)cc1NC(=O)C1CCN(C(=O)Nc2ccccc2)CC1	3.2	51	-9	-1.4	0.2	-3	-3	1	9	2	-0.8
Clc1ccccc1CN1CCC(Cc2ccccc2)CC1	1.8	15	9	1.2	-1.6	3	-5	0	0	-7	2.3
Cc1ccc(C(=O)NNC(=O)CSc2nnc(-c3ccccc3)n2Cc2ccccc2)cc1	0.2	95	-1	-2.7	0.8	-3	8	-2	4	-2	3.5
O=C(NCCC1CCCCN1S(=O)(=O)c1ccccc1)C(=O)NC1CCCC1 (stereo not drawn)	5.3	190	-16	-0.8	0.2	-10	-8	4	-7	0	-3.2
Cc1ccc(S(N)(=O)=O)cc1NC(=O)c1ccc2c3c(cccc13)CC2	-0.2	-2	-1	-0.7	1.6	-4	-5	1	8	-3	3.0
Cc1ccc(C(=O)NCC2CCCO2)cc1[N+](=O)[O-] (stereo not drawn)	3.1	-1	-2	-1.6	0.6	-1	4	0	-14	0	2.0
COc1cc(NC(=O)SC2=NCCS2)cc(OC)c1	1.8	.	3	.	2.2	12	-9	-3	4	-2	.
COc1cc(OC)c(OC)cc1/C=C/C(=O)OCC(=O)Nc1c(C)n(C)n(-c2ccccc2)c1=O	-0.5	.	3	.	-0.3	11	3	-4	2	-1	.
O=C(Nc1nnc(S(=O)(=O)Nc2ccccc2)s1)c1ccccc1Cl	0.9	9	4	-0.8	-1.3	4	16	1	-7	5	-1.2
COc1ccc(C(C)=O)cc1CSc1nncn1C	2.5	2	7	1.9	-2.7	-13	-3	-2	-3	-1	-2.1
CC(=O)Nc1ccc(S(=O)(=O)NC2CCSc3ccccc32)cc1 (stereo not drawn)	1.8	0	-4	0.5	-0.3	-6	-4	-1	-14	-2	1.8
C=CC[C@H](CC(=O)N(CCO)Cc1ccccc1)C(=O)N[C@H](COC(=O)[C@H](CC=C)CC(=O)OC(C)(C)C)Cc1ccccc1	-0.6	2	-3	-1.2	0.6	3	26	-3	-19	-9	-0.4
COC(=O)c1ccc(C(=O)OC)c(NC(=O)CSCc2ccc(Cl)cc2)c1	1.6	-9	-1	-0.6	-0.7	8	-1	-3	-5	-6	0.3
COc1ccc(-c2cc(C(=O)N(C)CC(=O)Nc3ccccc3Br)c3ccccc3n2)cc1OC	0.2	10	0	0.9	-0.6	-2	1	1	-6	-1	-0.3
COC1=CC(=O)C(C2CC(=O)c3c(O)cc(O)cc3O2)=CC1=O (stereo not drawn)	1.7	.	-2	.	2.1	6	-6	-2	-5	0	.
CCOc1ccccc1C(=O)N[C@H](C(=O)OCC(=O)Nc1nnc(-c2ccccc2)o1)C(C)C	-2.0	.	8	.	-1.5	-1	-1	0	-4	5	.
Cc1c(C#N)sc(C(N)=O)c1C	3.4	29	-8	0.5	1.1	13	-12	-5	-4	-2	0.8
Cc1ccccc1NS(=O)(=O)c1ccc(F)cc1	-1.4	-7	-5	-0.2	1.1	-16	-3	-4	-6	3	2.8
COc1ccc(Nc2nc(N)nc(SCc3nnc(C)s3)n2)cc1	2.0	458	-2	1.9	0.2	4	-1	2	-8	1	3.0
COc1ccc(-c2nnc(SCC(=O)/C(C#N)=C(\C)N)o2)cc1	1.3	-6	8	0.0	1.9	-6	-4	-5	1	2	-0.6
COc1cc(-c2nn3c(Cc4ccccc4)nnc3s2)cc(OC)c1OC	2.2	-7	-1	3.6	-1.0	-24	4	2	-6	2	1.7
Cn1cccc1/C=N\NC(=O)C1COc2ccc(C(C)(C)C)cc2O1 (stereo not drawn)	1.4	111	-4	-1.4	-3.1	-13	2	3	-11	-1	2.7
CCOC(=O)c1ccccc1NC(=O)c1cn(CC)c2nc(C)ccc2c1=O	2.0	2	-2	1.6	2.2	-8	5	-4	-3	-2	3.5
COCCNC(=O)C(C)OC(=O)c1cc2occc2n1C (stereo not drawn)	0.6	0	2	-2.0	-0.5	5	-8	5	11	-1	-0.8
COc1ccc(-c2nn(-c3ccccc3)cc2/C=C2/SC(=S)N(CCCC(=O)O)C2=O)c(C)c1	1.0	-14	-2	-2.7	1.0	-19	10	0	-6	9	-0.7
CCOc1ccc(/C=N/Nc2ccccc2)cc1	1.1	130	1	-2.8	-6.5	9	-1	-3	-8	-4	-1.5
O=C(CCC(=O)Nc1nnc(C2CCCCC2)s1)Nc1ccc(F)cc1	1.6	-4	-16	0.9	0.9	-25	5	0	-7	1	2.2
COc1cccc(NC(=O)CS(=O)(=O)c2cccc3nsnc23)c1	2.3	8	1	2.1	3.3	12	-6	6	0	-2	5.3
COc1cccc(-c2nnc(SCC(=O)Nc3cc(C)ccc3OC)n2N)c1	-0.3	-19	-13	-1.2	0.6	-2	-2	-1	3	-1	0.8
COc1cccc(NC(=O)C(NCCC(C)C)c2ccccc2)c1 (stereo not drawn)	3.6	-10	2	-1.4	0.7	-1	8	0	4	-5	0.0
COc1ccc(-c2c(C#Cc3ccsc3)c3cc(-c4ccc(CN5CCOCC5)cc4)ccc3n2C)cc1	2.5	-20	-3	-0.3	2.3	9	-3	3	1	-2	0.1
CCCc1ccc(Oc2cc(C)nc(N3CCOCC3)n2)cc1	1.4	109	-8	0.5	0.5	13	9	-2	-16	-7	2.4
CC(=O)N(Cc1ccccc1)c1c(N)nc(N)[nH]c1=O	1.1	-9	8	-0.7	-4.4	8	13	5	-10	1	1.8
COc1cc(NC(=O)c2ccccc2)c(OC)cc1NC(=O)CN1C(=O)NC2(CCCCC2)C1=O	-1.4	-4	4	-1.6	-2.1	25	11	1	1	2	-1.8
Cc1cc(C)n(-c2ccc(NC(=O)C3CCCCN3C(=O)c3ccc(C)s3)cc2)n1 (stereo not drawn)	0.6	160	-2	-0.6	0.6	1	5	-2	-3	-2	3.3
COC(=O)COc1ccc(S(=O)(=O)Nc2ccccc2C(=O)OC)cc1	-0.1	-3	4	-0.5	0.2	9	-7	-3	-3	-2	2.3
O=C(Nc1cccc(Cl)c1)NC1CC2CCC1C2 (stereo not drawn)	4.8	-8	0	-1.1	0.0	0	-3	0	-4	-4	0.4

(next part)
SMILES	phage Ecoli inh	SUMO Mot1 rescue	PKA-R1A act	Ecoli viability	CDK5 p35 inh	HTR5A inv ctr	Tat export inh	HTR5A ag	PKA-R2B activ	DAGLB inhibitor	AddAB inh
Cc1cc(NC(=O)COn2nnc3ccc(Cl)cc32)no1	-0.1	12	16	-2.6	-0.7	16	8	7	10	-5	0.4
CCOC(=O)c1c(/N=C/c2ccc(C)cc2O)sc2c1CCN(C)C2	-0.3	-15	-5	1.2	-0.8	-11	-14	4	-3	1	-0.7
Cc1ccc(NC(=S)N/N=C/c2c(C)nn(-c3ccccc3)c2N2CCCC2)cc1	4.8	-23	-10	-1.4	1.6	-31	-5	4	-15	-7	-1.2
O=C(NNS(=O)(=O)c1ccccc1Cl)C1COc2ccccc2O1 (stereo not drawn)	-1.1	-8	3	1.5	-7.3	1	7	0	-9	-1	2.5
CCOC(=O)Cc1c[nH]c2ccc([N+](=O)[O-])cc12	2.0	.	-5	.	0.1	18	?	-5	-8	-1	.
